KB-3-1 cytotox – kills parental KB-3-1 adenocarcinoma cells; KB-3-1 viability, CellTiter-Glo ATP luminescence, 72 h; Potency, µM (top dose mostly 46.1 µM), for inactives: at the highest dose activity change, negative = cytotoxic, actives largely listed as cytotoxic; hit rate 1.4% among 400,000; also: % is scaled to controls: 0 for no effect and ±100 for the full control effect; nearly all actives have a fitted effect of over 60% in size
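KB-3-1 parental drug-naive adenocarcinoma cells in DMEM/10% FBS, incubated 72 h at 37 C with pin-transferred compounds across a concentration series. Viability by CellTiter-Glo luminescence; concentration-response curves fitted after normalization.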
SW480 rerep – inducers of DNA re-replication in SW480 colon cancer cells | hit rate 1.8% among 340,000 | SW480 DNA re-replication, Hoechst DNA content imaging, 48 h | Potency, µM (doses to about 46.1 µM), for inactives: at the top dose re-replication activation, usual class: activators; also: % of control where 0% means no effect; nearly all actives have a fitted effect of over 55% in size
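First, 250 cells per well were seeded. Next, compound or vehicle (23 nL) was pinned in, plates sat 48 hr at 37 C. Finally Hoechst was added for 40 min before fluorescence scanning.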
MCF10A rerep – inducers of DNA re-replication in MCF 10A breast cells; Potency, µM (highest dose often 46.1 µM), for inactives: top-dose activity, positive = re-replication, most hits filed as activators; hit rate 2.9% among 350,000; MCF 10A DNA re-replication, Hoechst nuclear intensity, 48 h; also: % of control where 0% means no effect; nearly all actives have a fitted effect of over 50% in size
S2 tox – cell viability loss in ATXN counter-screen; S2 cells (HEK-293 line with an ATXN2-luciferase reporter) viability, CellTiter-Fluor protease fluorescence, 24 h; Potency, µM (top dose mostly 56.7 µM), hits mostly cytotoxic; hit rate 0.49% among 400,000; also: nearly all actives have a fitted effect of over 40% in size
HepG2 tox – counter-screen for TGF-b inhibitors: cytotoxicity in HepG2 cells | Potency, µM (highest dose often 46.1 µM), for inactives: at the highest dose activity change, negative = cytotoxicity, most hits filed as cytotoxic | HepG2 CAGA-GFP viability, ATP luminescence, 18 h | hit rate 0.76% among 410,000; also: some results filed as inactive show a strong effect at the top dose
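CellTiter-Glo luminescence gave cytotoxicity after 18 hours at 37 degrees C. The cells were HepG2 CAGA-GFP in 1% FBS DMEM, stimulated with 500 pg/mL TGF-beta after compound addition. %Activity was normalised to no-cell wells (complete cell-killing) and DMSO (no toxicity), and curves were fitted and classified.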
ATXN2 expr inh – inhibitors of ATXN2 expression; HEK-293 ATXN2-luciferase reporter, luminescence, 24 h; Potency, µM (highest dose often 57 µM), without a hit: at the highest dose activity change, negative = inhibition, most hits filed as inhibitors; hit rate 0.72% among 360,000; AID 1745845; also: % is scaled to controls: 0 for no effect and ±100 for the full control effect; nearly all actives have a fitted effect of over 55% in size
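qHTS (up to 57 uM final) was run with 24 h compound exposure of reporter cells at 37 °C. Each well was multiplexed: SteadyGlo luminescence measured ATXN2-luciferase expression after a fluorogenic Gly-Phe-AFC viability readout (25 uM final).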
Active calls of the source: *; [ ] = another dose, or the depositor's remark. Calls follow the shape of the dose curve; as a rule, active = well fitted curve in the direction sought with a large enough effect; inconclusive = small, poorly fitted or top-dose-only effect, or another doubt; inactive = no such curve, though single readings can be large; an effect the other way counts as inactive or inconclusive. Potency is read from the fitted curve at half-maximal effect. Not all compounds are listed; rates above refer to the full screens.

Screening Cc1ccccc1C(=O)Nc1cccc(-c2nc3cccnc3s2)c1 returned HepG2 tox -16.3%.
COc1ccc(CNC(=O)Nc2ccc3c(c2)N(C)C(=O)c2ccccc2S3)cc1OC was read as HepG2 tox -42.9%.
O=P(O)(O)OC(CO)CO was read as S2 tox inactive.
CN(C)CCOc1ccccc1Cc1ccccc1 (tested in a mixture with another compound) was read as S2 tox inactive.
Screening C[C@H](CCC(=O)O)[C@H]1CC[C@@H]2[C@H]3[C@@H](CC[C@@]21C)[C@]1(C)CC[C@H](O)C[C@@H]1C[C@@H]3O returned S2 tox inactive.
CC1CCC(C(C)C)C(=O)C1 (configuration not stated) was read as SW480 rerep -3.7% and MCF10A rerep -6.8%.
`CO/N=C(/C(=O)N[C@@H]1C(=O)N2C(C(=O)O)=C(C[n+]3ccc(N)n3CCO)CS[C@H]12)c1csc(N)n1` gave SW480 rerep -6.8% and MCF10A rerep -3.8%.
CCCCC(=O)O[C@]1(C(=O)CO)[C@H](C)C[C@H]2[C@@H]3CCC4=CC(=O)C=C[C@]4(C)[C@@]3(F)[C@@H](O)C[C@@]21C was read as SW480 rerep 1.4% and MCF10A rerep 14.2%.
CCC(=O)O[C@@]1(C(=O)SCF)[C@@H](C)C[C@H]2[C@@H]3C[C@@H](F)C4=CC(=O)C=C[C@@]4(C)[C@]3(F)[C@@H](O)C[C@]21C was read as SW480 rerep -1.5%[20.6 µM] and MCF10A rerep 2.3%[20.6 µM].
Screening COc1ccccc1OC[C@H](O)COC(N)=O returned SW480 rerep -4.9%[20.6 µM] and MCF10A rerep 12.3%[20.6 µM].

The last 3 records of the section before are carried over, then new ones follow.
CCCCC(=O)O[C@]1(C(=O)CO)[C@H](C)C[C@H]2[C@@H]3CCC4=CC(=O)C=C[C@]4(C)[C@@]3(F)[C@@H](O)C[C@@]21C was read as SW480 rerep 1.4% and MCF10A rerep 14.2%.
CCC(=O)O[C@@]1(C(=O)SCF)[C@@H](C)C[C@H]2[C@@H]3C[C@@H](F)C4=CC(=O)C=C[C@@]4(C)[C@]3(F)[C@@H](O)C[C@]21C was read as SW480 rerep -1.5%[20.6 µM] and MCF10A rerep 2.3%[20.6 µM].
Screening COc1ccccc1OC[C@H](O)COC(N)=O returned SW480 rerep -4.9%[20.6 µM] and MCF10A rerep 12.3%[20.6 µM].
`CCCC(=O)O[C@]1(C(=O)COC(C)=O)CC[C@H]2C3C[C@H](F)C4=CC(=O)C=CC4(C)[C@@]3(F)[C@@H](O)CC21C` (some centres not stated) gave SW480 rerep 8.6% and MCF10A rerep -0.2%.
`CC(=O)N1CC(O)CC1C(=O)O` (configuration not stated) gave SW480 rerep -2.4% and MCF10A rerep -1.2%.
Screening C[C@@H](N)c1ccc(C(=O)Nc2ccnc3[nH]ccc23)cc1 returned ATXN2 expr inh inconclusive.
For COc1cc(Nc2ncc3c(n2)-c2ccc(Cl)cc2C(c2c(F)cccc2OC)=NC3)ccc1C(=O)O the results were ATXN2 expr inh 1.1%.
Screening CCNC(=O)Nc1ccc(-c2nc3c(c(N4CCOC[C@H]4C)n2)CCN(C2COC2)C3)cc1 returned ATXN2 expr inh inconclusive.
Screening Cc1ccc2nc(NCCN)c3ncc(C)n3c2c1 returned ATXN2 expr inh 1.93µM*.
`CNC(=O)c1ccccc1Nc1nc(Nc2ccc(N3CCOCC3)cc2OC)ncc1Cl` gave ATXN2 expr inh inconclusive.
CN[C@@H]1CN(c2ccc3c(=O)c(C(=O)O)cn(-c4nccs4)c3n2)C[C@@H]1OC was read as ATXN2 expr inh 10.6µM*.
CC(C)c1cnn2c(NCc3ccccc3)cc(N[C@@H](CO)[C@H](O)CO)nc12 was read as ATXN2 expr inh 0.273µM*.
CC(=O)c1c(C)c2cnc(Nc3ccc(N4CCNCC4)cn3)nc2n(C2CCCC2)c1=O was read as ATXN2 expr inh inconclusive.
For O=C(O)Cn1nnc(-c2cc(N3CCC(Oc4cc(F)ccc4Br)CC3)no2)n1 the results were ATXN2 expr inh inconclusive.
`C=C1C[C@@]2(O)O[C@@]3(C[C@H]2C(C)C)[C@H](C)CC[C@H]13` gave ATXN2 expr inh -2.9%.
CC(C)n1nc(-c2ccc3oc(N)nc3c2)c2c(N)ncnc21 was read as ATXN2 expr inh inconclusive.
OC1CCC(Nc2ncc3nc(Nc4c(F)cc(F)cc4F)n([C@@H]4CCOC4)c3n2)CC1 (some centres not stated) was read as ATXN2 expr inh -13.0%.
Screening O=C(O)c1ccc2c(c1)nc(Nc1cccc(Cl)c1)c1ccncc12 returned ATXN2 expr inh 9.68µM*.
CCNC(=O)Nc1ccc(Oc2ncnc(N)c2C=NOC)cc1Cl was read as ATXN2 expr inh -29.3%.
`COC(=O)c1ccc2c(C(=Nc3ccc(N(C)C(=O)CN4CCN(C)CC4)cc3)c3ccccc3)c(O)[nH]c2c1` gave ATXN2 expr inh 24.3µM*.
For c1cncc(CN2CCC(n3ncc4c(N5CCOCC5)nc(-c5ccc6[nH]ccc6c5)nc43)CC2)c1 the results were ATXN2 expr inh 21.7µM*.
Screening O=C(O)C1(Cc2cccc(Nc3nccs3)n2)CCC(Oc2cccc(Cl)c2F)CC1 (configuration not stated) returned ATXN2 expr inh 14.2%.
Screening Cc1[nH]nc2ccc(-c3cncc(OC[C@@H](N)Cc4ccccc4)c3)cc12 returned ATXN2 expr inh 3.06µM*.
Screening CCc1nc(-c2cccc(C)c2)c(-c2ccnc(NC(=O)c3ccccc3)c2)s1 returned ATXN2 expr inh inconclusive.
For CCN1CCN(Cc2ccc(-c3cc4c(N[C@H](C)c5ccccc5)ncnc4[nH]3)cc2)CC1 the results were ATXN2 expr inh inconclusive.
Screening CN[C@@H]1C[C@H]2O[C@@](C)([C@H]1OC)n1c3ccccc3c3c4c(c5c6ccccc6n2c5c31)C(=O)N[C@H]4O returned ATXN2 expr inh 1.22µM*.
For O=C(Nc1ccccc1Br)N[C@@H]1CCN(c2ccc(C(F)(F)F)cn2)C1 the results were ATXN2 expr inh inconclusive.
Screening COc1cc(NC(=O)c2ccc(-c3ccc(Cl)cc3)o2)cc(OC)c1 returned ATXN2 expr inh inconclusive.
`Cc1ccc(NC(=O)Nc2cc(C(F)(F)F)ccc2F)cc1Nc1ccc2c(c1)NC(=O)C2=Cc1ccc[nH]1` gave ATXN2 expr inh inconclusive.
`COC(=O)N1CCN(Cc2cccc(NC(=O)Nc3ccc(C)nc3)c2F)CC1` gave ATXN2 expr inh inconclusive.
`Cc1ccc(Nc2cc(-c3cccc(N4C(=O)c5ccccc5C4=O)c3)ncn2)cc1NS(C)(=O)=O` gave ATXN2 expr inh 17.4%.
`CC[C@@H]1C(=O)N(C)c2cnc(Nc3ccc(C(=O)NC4CCC(N5CCN(CC6CC6)CC5)CC4)cc3OC)nc2N1C(C)C` (some centres not stated) gave ATXN2 expr inh inconclusive.
Screening O=C(NC[C@H](O)CO)c1ccncc1Nc1ccc(I)cc1F returned ATXN2 expr inh 2.2%.

Next part; it opens with the 4 that closed the last part.
`COC(=O)N1CCN(Cc2cccc(NC(=O)Nc3ccc(C)nc3)c2F)CC1` gave ATXN2 expr inh inconclusive.
`Cc1ccc(Nc2cc(-c3cccc(N4C(=O)c5ccccc5C4=O)c3)ncn2)cc1NS(C)(=O)=O` gave ATXN2 expr inh 17.4%.
`CC[C@@H]1C(=O)N(C)c2cnc(Nc3ccc(C(=O)NC4CCC(N5CCN(CC6CC6)CC5)CC4)cc3OC)nc2N1C(C)C` (some centres not stated) gave ATXN2 expr inh inconclusive.
Screening O=C(NC[C@H](O)CO)c1ccncc1Nc1ccc(I)cc1F returned ATXN2 expr inh 2.2%.
For CN(C)C(=O)[C@H](O)[C@H](Cc1ccccc1)NC(=O)c1cc2cc(Cl)ccc2[nH]1 the results were ATXN2 expr inh inconclusive.
For CCc1cncnc1N1CCN(Cc2nc3ccc(C(F)(F)F)cc3[nH]2)CC1 the results were ATXN2 expr inh inconclusive.
Screening CC(=O)O[C@@]12CO[C@@H]1C[C@H](O)[C@@]1(C)C(=O)[C@H](O)C3=C(C)[C@@H](OC(=O)C(O)[C@@H](NC(=O)OC(C)(C)C)c4ccccc4)C[C@@](O)([C@@H](OC(=O)c4ccccc4)[C@H]21)C3(C)C (some centres not stated) returned SW480 rerep 0.0075µM*, MCF10A rerep inconclusive and HepG2 tox -13.9%.
Screening Cc1ccc(Nc2nc3ccccc3c3nnc(C)n23)c(C)c1 returned KB-3-1 cytotox 12.4% and HepG2 tox -11.6%.
Screening CC(=O)Oc1ccc2c(c1)CC[C@@H]1[C@@H]2CC[C@]2(C)[C@@H](O)CC[C@@H]12 returned S2 tox inconclusive and ATXN2 expr inh -8.5%.
For CCC(=O)O[C@]1(C(=O)SCF)[C@H](C)C[C@H]2[C@@H]3C[C@H](F)C4=CC(=O)C=C[C@]4(C)[C@@]3(F)[C@@H](O)C[C@@]21C the results were S2 tox inconclusive and ATXN2 expr inh inconclusive.
`CC(C)[C@@H]1CC[C@@H](C)CC1=O` gave S2 tox inactive and ATXN2 expr inh 1.7%.
C#CCC(Cc1cnc2nc(N)nc(N)c2n1)c1ccc(C(=O)N[C@@H](CCC(=O)O)C(=O)O)cc1 (some centres not stated) was read as S2 tox inconclusive and ATXN2 expr inh 0.544µM*.
Screening CC(=O)Nc1ccc(S(=O)(=O)Nc2cc(C)on2)cc1 returned S2 tox inactive and ATXN2 expr inh 15.4%.
`CO/N=C(\C(=O)O)c1csc(NC(=O)CCl)n1` gave S2 tox inactive and ATXN2 expr inh 15.4%.
`Cc1c(F)cc2c(=O)c(C(=O)O)cn3c2c1CCC3C` (configuration not stated) gave S2 tox inactive and ATXN2 expr inh 9.9%.
CC1(C)OC(=O)Nc2ccc(Br)cc21 was read as S2 tox inactive and ATXN2 expr inh 18.6%.
For CC(C)(C)c1nnc(NS(=O)(=O)c2ccccc2)s1 the results were S2 tox inactive and ATXN2 expr inh 2.3%.
CC(C)(C)c1ccc(C(=O)CCCCl)cc1 was read as S2 tox inactive and ATXN2 expr inh 59.0%[activator].
C=CCNc1nc(NCC=C)nc(N2CCN(C(c3ccc(F)cc3)c3ccc(F)cc3)CC2)n1 was read as S2 tox inactive and ATXN2 expr inh -26.6%.
Screening O=C(NN1CCCC1)NS(=O)(=O)c1ccc(Cl)cc1 returned S2 tox inactive and ATXN2 expr inh 6.6%.
Screening C/C(=N\O)c1ccc(OCC(=O)N2CCCCC2)cc1 returned S2 tox inconclusive and ATXN2 expr inh 49.6%[activator].
`C=CCOc1cc(Cl)ccc1C(=O)NCCN(CC)CC` gave S2 tox inactive and ATXN2 expr inh -9.7%.
CC(C)OP(=O)(CP(=O)(OC(C)C)OC(C)C)OC(C)C was read as S2 tox inactive and ATXN2 expr inh 3.2%.
For CCOC(=O)CN1CCCC1=O the results were S2 tox inactive and ATXN2 expr inh 11.7%.
`O=C(CS(=O)Cc1ccco1)NC/C=C\COc1cc(CN2CCCCC2)ccn1` (configuration not stated) gave S2 tox inactive and ATXN2 expr inh 6.0%.
Screening O=C(O)CCCC[P+](c1ccccc1)(c1ccccc1)c1ccccc1 returned S2 tox inactive and ATXN2 expr inh 10.3%.
Cc1cc2c(cc1CC(=O)c1sccc1S(=O)(=O)Nc1onc(C)c1Cl)OCO2 was read as S2 tox inactive and ATXN2 expr inh -3.6%.
For C/C(=C(\CCO)SS/C(CCO)=C(\C)N(C=O)Cc1cnc(C)nc1N)N(C=O)Cc1cnc(C)nc1N the results were S2 tox inactive and ATXN2 expr inh 16.6%.
For COc1ccc(S(=O)(=O)N2c3ccc(Cl)cc3[C@@](O)(c3ccccc3Cl)[C@H]2C(=O)N2CCC[C@@H]2C(N)=O)cc1OC the results were S2 tox inactive and ATXN2 expr inh 7.1%.
Cn1c(=O)n(-c2ccc(C(C)(C)C#N)cc2)c2c3cc(-c4cnc5ccccc5c4)ccc3ncc21 was read as KB-3-1 cytotox inconclusive, HepG2 tox -15.0%[92.2 µM] and ATXN2 expr inh inconclusive.
